GLS inhibitor: blocks human kidney-isoform glutaminase activity. hit rate 0.21% among 410,000. O94925. AID 624170. Potency, µM (titrated, usually from 45.5 µM), for inactives: at the top dose activity change, negative = inhibition, hits mostly inhibitors. GLS enzymatic activity, qHTS titration; note: potency is the fitted concentration of half-maximal effect; % is set by controls: 0 for no effect and ±100 for the full control effect
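Assay buffer: 45 mM KH2PO4 pH 8.2, 0.02% Tween-20. hKGA acts on L-glutamine (1 mM solution added); product glutamate is reported by an oxidase/peroxidase Amplex Red coupling, with fluorescence taken at baseline and 30 min.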
HP1b chromo inh: HP1-beta chromodomain-methylated histone interaction inhibition. P83916. AlphaScreen HP1-beta / biotin-H3K9me3 peptide binding. Potency, µM (doses to about 114 µM), without a hit: at the highest dose activity change, negative = inhibition, hits mostly inhibitors. hit rate 0.56% among 390,000; note: potency is the fitted concentration of half-maximal effect; nearly all actives have a fitted effect of over 70% in size; inactives centre near 23
Target sequence (P83916 whole entry, looked up): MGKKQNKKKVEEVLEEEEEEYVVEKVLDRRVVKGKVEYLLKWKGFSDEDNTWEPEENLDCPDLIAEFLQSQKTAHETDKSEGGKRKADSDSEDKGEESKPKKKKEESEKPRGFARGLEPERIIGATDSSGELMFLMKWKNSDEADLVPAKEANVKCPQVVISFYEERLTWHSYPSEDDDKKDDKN
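Compound inhibition of the preformed complex between 50 nM HP1-beta and 50 nM biotinylated H3K9me3 peptide was read by AlphaScreen. Buffer was PBS pH 7.4 with 0.01% Tween-20. Incubations ran 30 min at room temperature, with 10 ug/mL donor/acceptor beads.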
BAZ2B block: blocks human BAZ2B; AlphaScreen BAZ2B-H3K14Ac peptide displacement; hit rate 4.4% among 360,000; AID 504333; Q9UIF8; Potency, µM (titrated, usually from 114 µM), without a hit: at the highest dose activity change, negative = inhibition, actives largely listed as inhibitors; note: potency is the fitted concentration of half-maximal effect; % is set by controls: 0 for no effect and ±100 for the full control effect; nearly all actives have a fitted effect of over 60% in size
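In this displacement format the biotinylated H3(5-23) peptide acetylated at Lys14 serves as ligand at 50 nM, with BAZ2B at 50 nM in PBS pH 7.4 containing 0.01% Tween-20. Donor and acceptor beads are 10 ug/mL final.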
JMJD2A Tudor inh: inhibitors of human JMJD2A Tudor domain; AlphaScreen JMJD2A-Tudor / H3K4me3 peptide binding; Potency, µM (titrated, usually from 114 µM), inactives show top-dose activity change, negative = inhibition, most hits filed as inhibitors; hit rate 4.4% among 390,000; AID 504339; note: potency is the fitted concentration of half-maximal effect; % is set by controls: 0 for no effect and ±100 for the full control effect; nearly all actives have a fitted effect of over 50% in size
ERG-DNA inh: inhibitors of human ERG Ets domain-DNA interaction; fluorescence polarization, His-ERG Ets domain / labelled DNA; Potency, µM (series often up to 76.9 µM), for inactives: at the highest dose FP activity, negative = inhibition, actives largely listed as inhibitors; hit rate 0.028% among 370,000; active = well fitted inhibition curve with a large enough effect in the polarisation, with a control signal flat; inconclusive = small, poorly fitted or top-dose-only effect, or effect the other way, or a change in a side signal; inactive = no such curve, though single readings can be large or run the other way; the % refers to the polarisation;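 note: polarization taken with two DNA probes labelled with fluorescein and Texas red; potency is the fitted concentration of half-maximal effect; % of control where 0% means no effect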
Target sequence (P11308 whole entry, looked up, the tested form may be a part): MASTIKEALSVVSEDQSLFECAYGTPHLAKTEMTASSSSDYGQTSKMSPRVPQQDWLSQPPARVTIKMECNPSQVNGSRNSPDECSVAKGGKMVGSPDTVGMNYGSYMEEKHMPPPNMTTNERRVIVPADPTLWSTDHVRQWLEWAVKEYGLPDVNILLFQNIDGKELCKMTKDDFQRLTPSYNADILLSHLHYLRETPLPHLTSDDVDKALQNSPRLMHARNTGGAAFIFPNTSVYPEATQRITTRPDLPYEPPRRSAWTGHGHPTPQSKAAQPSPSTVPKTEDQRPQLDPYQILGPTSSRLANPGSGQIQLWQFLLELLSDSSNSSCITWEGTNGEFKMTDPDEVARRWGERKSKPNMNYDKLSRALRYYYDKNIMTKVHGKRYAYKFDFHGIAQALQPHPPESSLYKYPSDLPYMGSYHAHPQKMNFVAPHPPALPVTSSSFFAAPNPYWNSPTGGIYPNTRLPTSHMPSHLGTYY
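His-tagged ERG Ets domain (1 uM in the protein solution; 300mM KCl, 50mM Tris-HCl, 1mM EDTA, 1mM DTT, pH 7.5) received compound, then a probe mix of 5 nM fluorescein-DNA and 100nM Texas-615-DNA. Fluorescence polarization was read for both dyes.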
12-LOX inh: blocks human arachidonate 12S-lipoxygenase; P18054; purified 12hLO, xylenol orange hydroperoxide absorbance; Potency, µM (series often up to 108 µM), for the others: at the highest dose activity change, negative = inhibition, usual class: inhibitors; hit rate 1.1% among 580,000; AID 1671190; note: potency is the fitted concentration of half-maximal effect; % is set by controls: 0 for no effect and ±100 for the full control effect
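Purified human 12hLO at 150 nM in 25 mM Hepes, 0.01% Triton X-100, pH 7.0, preincubated 15 min at room temperature with compound. Reaction started with 40 uM arachidonic acid, 30 min at room temperature. Hydroperoxide measured by Fe-xylenol orange, 573/405 nm absorbance ratio.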
PI4K2A inh: inhibitors of human PI4K2A; AID 1346378; purified PI4K2A, ADP-Glo luminescence, 1 h; hits give low values; hit rate 0.13% among 420,000; activity change, negative = inhibition, % at 76.9 µM; in the data active = activity change below about -50%; inconclusive = mostly about -30% to -49%;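 note: -100% = wells without enzyme as full effect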
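In this quantitative HTS, ADP production by PI4K2A was quantified luminescently after 1 h at ambient temperature; 100 microM adenosine served as plate-quality control.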
RGS4 inhibitor: human RGS4 inhibition | P49798 | Transcreener GDP fluorescence polarization, RGS4-accelerated GTP hydrolysis | Potency, µM (top dose mostly 114 µM), without a hit: top-dose activity change, negative = inhibition, most hits filed as inhibitors | hit rate 0.039% among 390,000 | AID 504845; note: potency is the fitted concentration of half-maximal effect; % is set by controls: 0 for no effect and ±100 for the full control effect; nearly all actives have a fitted effect of over 75% in size; some results filed as inactive show a strong effect at the top dose
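MLSMR compounds (23 nl, pin-transferred) preincubated 10 min at room temperature with a 500nM (2x) first reagent, then RGS4 at 900nM (2x) plus Transcreener GDP mix added; fluorescence polarization (620/688 nm) read before and after 90 min at 30 °C.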
G9a block: G9a (human) methyltransferase inhibition. G9a H3K9 monomethylation, AlphaScreen, 2 h. Potency, µM (doses to about 102 µM), without a hit: top-dose activity, negative = inhibition, hits mostly inhibitors. hit rate 8.8% among 350,000; note: potency is the fitted concentration of half-maximal effect; % is set by controls: 0 for no effect and ±100 for the full control effect; nearly all actives have a fitted effect of over 75% in size
Target sequence (Q96KQ7 913-1193 limits assumed): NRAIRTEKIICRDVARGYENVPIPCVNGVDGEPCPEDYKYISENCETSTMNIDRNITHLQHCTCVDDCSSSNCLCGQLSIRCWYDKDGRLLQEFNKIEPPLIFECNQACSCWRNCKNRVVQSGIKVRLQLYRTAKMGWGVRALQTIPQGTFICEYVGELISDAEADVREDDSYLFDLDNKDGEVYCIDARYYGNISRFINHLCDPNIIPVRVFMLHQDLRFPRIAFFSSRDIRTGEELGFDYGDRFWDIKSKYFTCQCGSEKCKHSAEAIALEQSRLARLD
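Quantitative HTS format: methyltransferase activity on a biotin-tagged H3K9 peptide is measured by AlphaScreen, using a rabbit anti-monomethyl-H3K9 antibody with streptavidin donor and anti-IgG acceptor beads. Final levels are 20 nM enzyme, 500 nM peptide, 20 uM SAM; 2 h RT.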
Active calls of the source: *; ? = inconclusive; / = not tested or not shown; [ ] = dose if it differs, or a comment. Unless noted, calls come from the whole dose curve; as a rule, active = well fitted curve in the direction sought with a large enough effect; inconclusive = small, poorly fitted or top-dose-only effect, or another doubt; inactive = no such curve, though single readings can be large; an effect the other way counts as inactive or inconclusive.

SMILES	GLS inhibitor	HP1b chromo inh	BAZ2B block	JMJD2A Tudor inh	ERG-DNA inh	12-LOX inh	PI4K2A inh	RGS4 inhibitor	G9a block
CCCCn1c(NC(=O)c2ccccc2Cl)c(C#N)c2nc3ccccc3nc21	15%	74%[activator]	43%[activator]	19%	0%	0%	-26	-52%	33%[59 µM]
CN(Cc1ccccc1)c1ncnc2c1nc1n2CCCC1	-11%	-19%	-3%	-19%	5%	1%	4	-4%	-11%[59 µM]
Cc1cc(NC(=O)NC2CCCN2S(=O)(=O)c2ccc(Cl)cc2)no1 (stereo unspecified)	3%	12%	-4%	-12%	5%	?	11	?	6%
COc1ccc2c(c1)C(=O)N(c1ccccc1OC)C(=O)C2(C)C	7%	18%	0%	-4%	-7%	7%	-5	-15%	5%[59 µM]
CCN(c1ccccc1)S(=O)(=O)c1ccc(Cl)c(C(=O)NCCc2ccc(OC)cc2)c1	5%	14%	2%	-21%	-1%	-2%	1	35%	?
CN1CCS/C1=C/C=C1\SC(=S)N(CC(=O)O)C1=O	27%	-4%	50µM*	?	38%[activator]	-16%	-6	-28%	45µM*
Cn1cnnc1SCC(=O)Nc1ccc(OC(F)F)cc1	4%	43%[activator]	-1%	-3%	2%	-10%	-1	23%	11%
COc1ccc(CCn2c(SCCN3CCCCC3)nc3ccccc3c2=O)cc1OC	-2%	12%	-17%	-31%	6%	-11%	1	4%	-28%
CC(C)(C)Cc1cc(N)on1	13%	23%	-6%	-9%	-3%	-5%	-3	1%	17%[59 µM]
CCN(CCNC(=O)C1CCN(S(=O)(=O)c2cccc3nsnc23)CC1)c1ccccc1	37%[activator]	-27%	?	?	-5%	?	2	-9%	50µM*

5 of the entries above in order of their number in HP1b chromo inh, highest first.
SMILES	GLS inhibitor	HP1b chromo inh	BAZ2B block	JMJD2A Tudor inh	ERG-DNA inh	12-LOX inh	PI4K2A inh	RGS4 inhibitor	G9a block
CC(C)(C)Cc1cc(N)on1	13%	23%	-6%	-9%	-3%	-5%	-3	1%	17%[59 µM]
COc1ccc(CCn2c(SCCN3CCCCC3)nc3ccccc3c2=O)cc1OC	-2%	12%	-17%	-31%	6%	-11%	1	4%	-28%
CN1CCS/C1=C/C=C1\SC(=S)N(CC(=O)O)C1=O	27%	-4%	50µM*	?	38%[activator]	-16%	-6	-28%	45µM*
CN(Cc1ccccc1)c1ncnc2c1nc1n2CCCC1	-11%	-19%	-3%	-19%	5%	1%	4	-4%	-11%[59 µM]
CCN(CCNC(=O)C1CCN(S(=O)(=O)c2cccc3nsnc23)CC1)c1ccccc1	37%[activator]	-27%	?	?	-5%	?	2	-9%	50µM*

Reformatted with two lines to a compound: 2 of the compounds above
Value order: GLS inhibitor	HP1b chromo inh	BAZ2B block	JMJD2A Tudor inh	ERG-DNA inh	12-LOX inh	PI4K2A inh	RGS4 inhibitor	G9a block
CN(Cc1ccccc1)c1ncnc2c1nc1n2CCCC1
→ -11%	-19%	-3%	-19%	5%	1%	4	-4%	-11%[59 µM]
CCCCn1c(NC(=O)c2ccccc2Cl)c(C#N)c2nc3ccccc3nc21
→ 15%	74%[activator]	43%[activator]	19%	0%	0%	-26	-52%	33%[59 µM]

2 of the compounds above, with two lines to a compound:
Below each SMILES: GLS inhibitor	HP1b chromo inh	BAZ2B block	JMJD2A Tudor inh	ERG-DNA inh	12-LOX inh	PI4K2A inh	RGS4 inhibitor	G9a block
- COc1ccc2c(c1)C(=O)N(c1ccccc1OC)C(=O)C2(C)C
 : 7%	18%	0%	-4%	-7%	7%	-5	-15%	5%[59 µM]
- Cc1cc(NC(=O)NC2CCCN2S(=O)(=O)c2ccc(Cl)cc2)no1 (stereo unspecified)
 : 3%	12%	-4%	-12%	5%	?	11	?	6%

Next section:
SMILES	GLS inhibitor	HP1b chromo inh	BAZ2B block	JMJD2A Tudor inh	ERG-DNA inh	12-LOX inh	PI4K2A inh	RGS4 inhibitor	G9a block
COc1cc(NCc2ccccc2)c2ncn(Cc3ccccc3)c2c1	22%	?	/	25µM*	-3%	-11%	-3	-4%	/
Cc1ccc(NC(=O)N2CCCCCC2)c(C)c1	-28%	47%[activator]	-2%	8%	4%	2%	1	-1%	7%
O=C(Cn1c(=O)n(CC2CCCO2)c(=O)c2ccccc21)Nc1ccc(F)cc1F (stereo unspecified)	-1%	44%[activator]	2%	0%	5%	-3%	-1	17%	5%[59 µM]
C[C@@H](NC(=O)Cn1ccc(NC(=O)OCc2ccccc2)nc1=O)c1cccc2ccccc12	3%	21%	?	-18%	3%	-12%	2	-9%	-7%[2.33 µM]
Oc1ccc(/C=N/NC(=S)Nc2cccnc2)cc1O	5µM*	?	?	-32%	10%	?	-1	-23%	?
O=C(CSc1n[nH]c(-c2ccc(S(=O)(=O)N3CCCCC3)cc2)n1)Nc1nccs1	5%	19%	?	-27%	/	-20%	-1	-17%	-45%[12.7 µM]
O=S1(=O)c2c(F)cccc2OC(COCc2ccccc2)CN1C1CCCC1 (stereo unspecified)	-1%	80%[activator]	/	27%	-3%	-5%	1	-5%	/
CCCCCn1c(=NC(=O)c2cccnc2)c(C#N)cc2c(=O)n3cccc(C)c3nc21	-6%	43%[activator]	/	4%	2%	-5%	1	-29%	/
C=CCSC(=S)NC1CCS(=O)(=O)C1 (stereo unspecified)	10%	31%	9%	-1%	?	-3%	1	?	50µM*
CC(=O)Nc1cccc(NC(=O)CCCC2CCCCC2)c1	0%	48%[activator]	-5%	-8%	-6%	-1%	-1	-6%	/
Cc1cccc(Cn2c(=O)c3c(nc4n3CCN4Cc3ccco3)n(C)c2=O)c1	15%	13%	?	-33%	-17%	?	2	0%	-3%[59 µM]
Cc1ccccc1-n1c(SCC(=O)Nc2cccc3ccccc23)nc(O)cc1=O	12%	28%	-39%	-18%	8%	-11%	-1	7%	/
COc1ccc(NC(=O)/C(C#N)=C/c2c(C)nn(-c3ccc(F)cc3)c2Cl)cc1OC	-1%	34%	-39%	-14%	2%	?	18	4%[11.4 µM]	?
CC(C)(C)NC(=O)c1cccc(NC(=O)c2ccco2)c1	-11%	10%	-4%	-9%	5%	0%	-1	?	-10%[59 µM]
Cc1cccc(NC(=S)NCC2CCCO2)c1 (stereo unspecified)	11%	42%[activator]	-2%	-5%[11.4 µM]	-4%	1%	-1	-4%[11.4 µM]	50µM*
O=C(NCC1CCCO1)C1CCC(=O)N1CCc1ccccc1 (stereo unspecified)	-10%	19%	-31%	-8%	-5%	0%	6	6%	7%[0.501 µM]
COc1ccc(F)cc1C(=O)C1CCCN(C(=O)CCc2ccccn2)C1 (stereo unspecified)	2%	-15%	-7%	-22%	2%	4%	1	-53%	-9%[12.7 µM]
C/C(=N/NC(=O)CNC(=O)Cc1ccccc1)c1ccco1	2%	6%	6%	?	14%	0%	2	-25%	10%[59 µM]
Cc1ccc(CNC(=O)c2ccc(Cn3nc(C)cc3C)o2)cc1	-1%	51%[activator]	-11%	2%	-16%	-11%	-2	-36%	27%
O=C(Nn1cnnc1)c1ccc([N+](=O)[O-])cc1Cl	-1%	36%	/	-2%	4%	?	2	25%	/
Cc1ccsc1/C=C1\SC(N2CC(C)OC(C)C2)=NC1=O (stereo unspecified)	7%	6%	-10%	-14%	/	-22%	2	0%	-17%[59 µM]
Cc1cc(N2CCN(c3ccccc3F)CC2)nc2cc(O)ccc12	1%	29%	?	-16%	-3%	?	1	-1%	9%[12.7 µM]
CCC(=O)Nc1ccc(-n2nnnc2SCC(=O)NNC(=O)c2ccco2)cc1	25%	35%	-22%	-12%[11.4 µM]	-7%	11%	0	17%[11.4 µM]	?
CCN(CC(=O)Nc1ccc(N2CCOCC2)cc1)C(=O)c1ccc(C(F)(F)F)cc1	-1%	28%	-13%	-16%	9%	1%	2	-48%	6%[12.7 µM]
CCc1ccc(NCc2cc3cc4c(cc3n(CC(=O)Nc3ccccc3OC)c2=O)OCCO4)cc1	-32%	-19%	-36%	?	0%	92%[activator]	1	-4%	?
CCC(C)n1c(SCC(=O)NC2CCCC2)nc2ccccc2c1=O (stereo unspecified)	-1%	24%	-5%	-6%	7%	15%	-7	3%	11%[59 µM]
Cc1cccc(C(=O)NC(CC(=O)O)c2ccc(OC3CCCC3)cc2)c1[N+](=O)[O-] (stereo unspecified)	0%	4%	/	?	4%	-6%	0	-27%	-39%
CC1Sc2ccc(S(=O)(=O)CCC(=O)NCc3ccccc3Cl)cc2NC1=O (stereo unspecified)	0%	49%[activator]	-13%[57.1 µM]	-9%	-8%	/	-4	8%[56.9 µM]	23%
Cc1ccc(N(CC(=O)NCc2ccco2)S(=O)(=O)c2ccccc2)cc1	0%	-2%	-11%	?	-6%	-19%	-1	?	?
Cn1c2ccccc2c2nnc(SCC(=O)NC3CCCC3)nc21	-8%	36%	8%	8%	-16%	1%	-1	-7%	17%
Cc1cc(OCC(=O)Nc2ccccc2N2CCOCC2)c(C(C)C)cc1Cl	-6%	54%[activator]	-6%	16%	3%	-3%	-5	4%	8%[0.501 µM]
CCCC/C(C)=N/NC(=O)C(=O)NCCc1ccccc1	16%	-3%	?	?	-4%	?	-13	24%	-4%[59 µM]
CC(C)(O)C(=O)N/N=C\c1ccc(OC/C=C/c2ccccc2)cc1	-9%	35%	-1%	-6%	6%	104%[activator]	-5	9%	?
O=C(Oc1cccccc1=O)c1ccccc1	20%	11%	?	-29%	-11%	-14%	6	-27%	25µM*
O=C(C1CCC(=O)N1Cc1ccccc1Cl)N1CCN(c2cccc(Cl)c2)CC1 (stereo unspecified)	-1%	7%	3%	-21%	0%	398%[activator]	-8	-32%	/

An excerpt; rates above refer to the full screens.
